bub3 = NCI yeast anticancer drug screen, S. cerevisiae bub3 mutant strain | growth inhibition, % at 50 µM | AID 167 | actives 9.9% (n = 78,000);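 note: 0% = growth of vehicle-only cultures of the same strain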
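Part of a panel of yeast mutants defective in DNA damage repair or cell cycle regulation. Each strain is grown with compound, and inhibition is calculated relative to solvent-treated cultures.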
mec2-1 = NCI yeast anticancer drug screen, S. cerevisiae mec2-1 strain | actives 9% (n = 79,000) | % growth inhibition at 50 µM;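 note: 0% = growth of vehicle-only cultures of the same strain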
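mec2-1 yeast strain, carrying an alteration in DNA damage repair or cell cycle control, was exposed to compounds; growth inhibition was measured relative to vehicle-treated controls.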
cln2 rad14 = NCI yeast anticancer drug screen, S. cerevisiae cln2 rad14 strain; % growth inhibition at 50 µM; actives 8.3% (n = 78,000);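 note: 0% = growth of vehicle-only cultures of the same strain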
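Test compounds were added to cln2 rad14 yeast cultures; inhibition of growth was then determined by comparison with vehicle treatment.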
yeast sgs1 mgt1 = NCI yeast anticancer drug screen, S. cerevisiae sgs1 mgt1 strain | actives 10% (n = 78,000) | AID 161 | growth inhibition, % at 50 µM;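 note: 0% = growth of vehicle-only cultures of the same strain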
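Percent growth inhibition was derived by comparing compound-exposed mutant yeast with vehicle-exposed cultures. The strain carries alterations in DNA damage repair.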
rad50 = NCI yeast anticancer drug screen, S. cerevisiae rad50 strain. % growth inhibition at 50 µM. actives 10% (n = 79,000). AID 155;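 note: 0% = growth of vehicle-only cultures of the same strain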
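Compounds were tested on a yeast strain with an engineered DNA damage repair alteration; the reported value is growth inhibition normalised to vehicle treatment.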
mlh1 rad18 = NCI yeast anticancer drug screen, S. cerevisiae mlh1 rad18 strain; growth inhibition, % at 50 µM; actives 11% (n = 79,000);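 note: 0% = growth of vehicle-only cultures of the same strain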
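Read-out is yeast growth inhibition, calculated against vehicle-only controls. The compound was applied to a strain engineered with DNA damage repair alterations.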
An asterisk follows results filed as active; nt = no result given; & = joins results of further samples; ! = not confirmed by another sample. Cut-off read from the data, not from the text of the source: active = growth inhibition above about 70%; inactive = the rest.

Value order – bub3, mec2-1, cln2 rad14, yeast sgs1 mgt1, rad50, mlh1 rad18
COc1cc(OC2OC(CO)C(O)C(O)C2O)c2c(O)c3c(=O)cc(C)oc3cc2c1 (stereo not given)
 : 3, 19, 21, 2, 13, 4
C/C(=N\N=C(/C)c1c(C)c([N+](=O)[O-])c(C(C)(C)C)c([N+](=O)[O-])c1C)c1c(C)c([N+](=O)[O-])c(C(C)(C)C)c([N+](=O)[O-])c1C
 : 6, -25, 4, 1, 3, 7
CCC(CCC#N)(CCC#N)C(=O)c1ccc(C)s1
 : 0, -4, -20, 1, 2, 2
CN(C)CC1CCC/C(=C\c2ccccc2)C1=O (stereo not given)
 : 38, 42, 32, 48, 37, 17
CCOCCOC(=O)c1cc([N+](=O)[O-])cc([N+](=O)[O-])c1
 : 92*, 66, -2, 54, 60, 96*
C=CC(C)c1c(C)cc(C)cc1O (stereo not given)
 : 11, 26, 49, 43, 51, 55
COc1ccc(C(=O)Oc2c(C#N)sc3c2c(=O)n(-c2ccccc2)c(=S)n3-c2ccccc2)cc1
 : -14, -8, 5, -6, 4, -5
COc1ccc2nc3cccc([N+](=O)[O-])c3c(NCCCCCC(=O)O)c2c1
 : 87*, 91*, 89*, 83*, 87*, 83*
CN(CCO)CCC1COc2ccccc2O1 (stereo not given)
 : -1, -30, 12, 0, 2, 1
O=C(O)c1cc2cc(S(=O)(=O)O)ccc2cc1O
 : -12, -1, -25, -7, 4, 30
CN(CC(=O)O)C(=N)N
 : -25, -12, -3, -20, -8, -9
Cc1c([N+](=O)[O-])cc(C(C)(C)C)c(OC(=O)c2ccccc2)c1[N+](=O)[O-]
 : 25, 25, 16, 41, 42, 20
ClC(Cl)(Cl)C(c1ccccc1)c1ccc(Br)cc1 (stereo not given)
 : -8, -55, -6, 15, 1, -11
Cc1cc(=O)oc2cc(OC(O)CO)ccc12 (stereo not given)
 : 14, 3, 10, 19, 9, 29
COC(=O)NN1C(C)=C(C(=O)OC)C2(CCOC2=O)C1(C)O (stereo not given)
 : -12, -2, -52, 4, -2, -8
OC(c1ccccc1)(c1ccccc1)C(F)(Cl)Cl
 : 98*, 95*, 93*, 64, 52, 40
COc1ccc(OC)c(NC(=O)Nc2cccc(C(C)=O)c2)c1
 : 35, 34, -55, 33, -12, 23
C=CCCCC/C=C/C=C/C#CC#C/C=C/COC(C)=O
 : -36, -23, 2, -17, -38, -30
CCOC(=O)C1=CN/C(=C(/C)C(=O)OC)SC1C(=O)OCC (stereo not given)
 : 59, 4, -6, 31, 29, 21
CCCNC(=O)/C(C)=C(\C)c1ccccc1
 : 4, 0, -27, -3, -13, -1
Cc1cc(C)c2ccc(=O)[nH]c2n1
 : 9, -9, -3, 3, -3, 8
CC(=O)OC1C(COC(=O)c2ccccc2)OC(Nc2ncc(-c3ccc(Br)cc3)s2)C(OC(=O)c2ccccc2)C1OC(=O)c1ccccc1 (stereo not given)
 : -4, 15, 32, -6, 1, -40
N#C/C(=C1\SCC(=O)N1c1ccccc1)c1nc2ccccc2[nH]1
 : -39, -18, -17, -66, -34, -46
Cc1nc(N)[nH]c(=O)c1CCCNS(=O)(=O)c1ccc(CN)cc1
 : -4, 3, -2, -4, 9, 17
CN(C)NC(=O)Oc1ccc(Cl)cc1
 : -33, 0, -5, -11, 0, 3
CC[n+]1ccc2ccccn21
 : -14, -1, 32, -9, -2, -14
c1ccc(SC2(Sc3ccccc3)CCCCCCCCCCC2)cc1
 : 4, 17, 25, 30, -6, 26
NC(CCC(=O)OCCn1c2ccccc2c2ccccc21)C(=O)O (stereo not given)
 : 18, -2, -2, 3, -2, 4
CC(C)=NOC(C)C(=O)O (stereo not given)
 : -1, 18, 10, -24, -12, -3
N#CC(c1ccc(Cl)cc1)c1ccccn1 (stereo not given)
 : 3, -30, -8, 16, -15, -4
CC(=O)C1C(=O)C(=O)N(c2ccccc2N2C(=O)C(=O)C(C(C)=O)C2=O)C1=O (stereo not given)
 : -2, -2, 18, 11, 19, 26
Cc1c2ccn3c(=O)c4ccccc4cc3c2c(C)c2c1[nH]c1ccccc12
 : 22, 15, 17, 9, 56, 27
CCOc1ccc(OCC)c(NC(C)=O)c1
 : 14, 4, 6, 4, -2, -4
Cc1ccc(N(Cc2ccccc2)Cc2ccccc2)cc1
 : -6, -19, -41, -23, -27, -24
O=C(c1ccccc1)C(c1ccccc1)S(=O)(=O)N1CCCC1 (stereo not given)
 : 13, 6, -1, 22, -5, 27
NCc1c(O)ccc2ccccc12
 : 94*, 48, 17, 86*, 89*, 94*
COc1ccc(NC(=O)CCC(=O)O)cc1
 : -2, 0, -2, -8, -3, 20
C=C1C(=O)O[C@H]2[C@H]1[C@H](OC(=O)/C(C)=C\C)CC(=C)[C@@H]1[C@H](O)[C@H]3O[C@@]3(C)[C@@]12O
 : -6, -15, 5, 21, 4, -18
CCCCCCCCCCCCOS(=O)(=O)O
 : 97*!, 98*!, 98*!, 97*!, 99*!, 98*!
Cc1cc(C)c(N=CN(C)C)c(C)c1
 : 2, 5, -53, -6, 0, -12
COc1ccc(C(O)C(NCCO)c2ccccc2)cc1 (stereo not given)
 : -4, -20, 7, 5, -1, 8
CCOC(=O)c1[nH]c(C)c(C(=O)OCC)c1C
 : -12&8, -26&-15, -9&-10, 11&-7, 33&4, 21&41
Nc1nc(N)c2c(ccc3ccc(Cl)cc32)n1
 : 7, 6, -16, -6, -5, 2
O=C1C(N=Nc2ccc(S(=O)(=O)Nc3ncccn3)cc2)C(=O)N(c2ccccc2)C(=S)N1c1ccccc1
 : 2, 0, -20, -1, -11, 25
COC1CC(OC2CCC3(C)C(=CCC4C3C(OC(C)=O)C(OC(=O)CC(C)C)C3(C)C(C(C)=O)CCC43O)C2)OC(C)C1OC1CC(OC)C(OC2CC(OC)C(OC3OC(C)C(O)C(OC)C3O)C(C)O2)C(C)O1 (stereo not given)
 : -2, 7, 17, 21, 31, -84
COC(=O)CCC(C)(c1ccc(O)cc1)c1ccc(O)cc1
 : 24, 0&2, -42, 19, 14&-9, 4&7
CCN(CC)c1ccc(NCC(O)c2cc(Cl)ccc2OC)cc1 (stereo not given)
 : -6, -6, 23, 16, -12, -2
COc1ccc(C(C)=C2C=C(C(C)(C)C)C(=O)C(C(C)(C)C)=C2)cc1
 : 1, -16, 34, -17, -27, -17
O=C(NCCCl)Nc1ccc2c(c1)CCC2
 : 11, 3, -11, 2, 2, 7
CCCCCCCCCCCCCC(O)CC(=O)O (stereo not given)
 : 16, 14, 0, 34, 7, 22
CCOC(=O)CC(C)SC(C)CC(=O)OCC (stereo not given)
 : 34, 11, -42, 18, -19, -12
NC1C(=O)Nc2ccccc21 (stereo not given)
 : 8, 6, -1, -6, 2, 5
CCCC1OCC(C)O1 (stereo not given)
 : -12, -16, 6, -6, -19, -8
O=C1O/C(=C\c2ccccc2)c2ccccc21
 : 55, 37, 2, 48, 47, 68
C=C(Br)CN(C(C)=O)C1CCCCC1
 : 15, -11, 19, 8, -9, 27
NC(=O)C(=Cn1c(=S)[nH]c2ccccc21)C(N)=O
 : -2, -23, 0, -19, -52, -28
COc1cc2c(cc1OC)C(C(N)=O)NCC2 (stereo not given)
 : -7, -36, 12, 26, 10, 18
Cc1[nH]c2ccccc2c(=O)c1C
 : -16, -8, -10, -13, -3, 26
O=C(NC(CSC(=O)c1ccccc1)C(=O)O)c1ccccc1 (stereo not given)
 : 7, -8, -22, -3, 3, 7
CC(=O)Oc1ccc(-c2sc3cc(C)ccc3[n+]2C)cc1
 : -5, -12, -11, -4, -2, 2

The list continues:
Value order – bub3, mec2-1, cln2 rad14, yeast sgs1 mgt1, rad50, mlh1 rad18
OCCCOCc1ccccc1
 : 18, 27, 30, 31, 40, 12
CC1(C)NN=C2C(=CC=C3NNC(C)(C)N32)n2cccc21
 : -4, 21, 16, 31, 30, 23
O=C1C(Br)=CC(Br)=C/C1=N/Br
 : 70*, 62, 61, 85*, 71*, 79*
CC(C)=C1C=C(C(C)(C)C)C(=O)C(C(C)(C)C)=C1
 : 9, -6, 17, -2, 30, 28
CCCCOC(=O)C(C)OC(=O)OCCOCCOC(=O)OC(C)C (stereo not given)
 : 5, -10, -21, -16, -14, -4
COc1ccc(N=Cc2ccc([N+](=O)[O-])cc2)cc1
 : 10, 1, -22, 15, 28, 36
C=Cc1ccc(B2NCCO2)cc1
 : 100*, 100*, 93*, 100*, 100*, 99*
N[C@@H]1c2c(Br)sc(N3CCOCC3)c2C(=O)[C@@H]1O
 : 5, -10, -19, 4, 11, -32
CCOC(=O)c1cnc(=S)n(CCC(C)C)c1N
 : 3, 8, -40, 13, -11, 5
OCC(O)C(O)C(O)C(O)C(O)C(/C=N/Nc1ccccc1)=N/Nc1ccccc1 (stereo not given)
 : 56, 29, 31, 35, 55, 66
CCOC(=O)Nc1cccc(Cl)c1
 : -7, -2, 10, 19, 11, 22
COc1ccc2[nH]c3c(C)c4ccn5c(=O)c6ccccc6cc5c4c(C)c3c2c1
 : -1, 4, 20, 28, 49, 23
CCNC(=O)c1c2c(nc3ccccc13)-c1ccccc1C(C)(C)C2O (stereo not given)
 : 40, 40, -10, 26, -3, 14
CCOc1cc(/C=N/N2CCN(/N=C/c3ccc(O)c(OCC)c3)CC2)ccc1O
 : 1, 7, 21, 16, 16, 15
C(=P(c1ccccc1)(c1ccccc1)c1ccccc1)[P+](c1ccccc1)(c1ccccc1)c1ccccc1.[Br][Cu][Br]
 : 99*, 100*, 98*, 99*, 99*, 99*
CC(=O)Nc1c(C)ncn(-c2ccccc2)c1=O
 : -3, -20, -28, -3, -37, -11
Cc1c2oc3c(C)ccc(C(=O)NCCN4CCOCC4)c3nc-2c(C(=O)NCCN2CCOCC2)c(N)c1=O
 : 39, 30, -26, 38, -8, 16
O=[N+]([O-])c1ccc(N=C2N=C(Nc3ccc([N+](=O)[O-])cn3)c3ccccc32)nc1
 : -3, 11, -4, -2, -8, -24
CC1OC(C)(c2ccc(Cl)cc2)OCC1(C)C (stereo not given)
 : 18, -1, -27, 2, -2, 17
O=[N+]([O-])c1ccc(-c2nc3c(o2)CCC3)cc1
 : -5, -3, 25, 6, 9, 3
Cc1cc(-c2ccccc2)nc(Nc2cc3ccccc3[nH]2)n1
 : -4, 13, 0, -18, -9, 0
CN(N)c1nc(N)c(C#N)c(C#N)c1C#N
 : -3, -22, 12, -5, -17, 4
c1ccc(CN2CCC3(CC2)SSC2(CCN(Cc4ccccc4)CC2)S3)cc1
 : 27, 23, 68, 61, 54, 52
C/C(CC(=O)Nc1ccc(Cc2ccc(Cl)cc2)cc1)=N/Nc1ccc([N+](=O)[O-])cc1[N+](=O)[O-]
 : -9, 0, -1, 31, 28, 23
CC(C(=O)N1C(=O)N(C(=O)[C@H](C)C(O)c2ccccc2)[C@H](c2ccccc2)[C@H]1c1ccccc1)[C@@H](O)c1ccccc1 (stereo not given in full)
 : 84*, 73*, 77*, 83*, 80*, 82*
O=C(O)c1cc(C2CC2)nc2ccc(Br)cc12
 : -6, 2, 7, 2, 14, 20
CCCCNCC1CCCO1 (stereo not given)
 : 11, -1, 5, 12, 10, 16
O=C(CC(C(=O)O)S(=O)(=O)O)Nc1ccc(S(=O)(=O)Nc2nccs2)cc1 (stereo not given)
 : 6, -8, -31, 10, 4, 29
Nc1ccn(C2OC(C(OC3OC(CO)C(O)C(N)C3O)C(O)C(O)C(O)C(O)CO)C(N)C(O)C2O)c(=O)n1 (stereo not given)
 : 16, 19, 27, 12, 26, 23
Cc1cc(Cl)ccc1N=C1NC(=O)C(CC(=O)Nc2cccc(C)c2C)S1 (stereo not given)
 : 69, 50, 31, 69, 55, 25
COC1/C=C\C=C(/C)C(=O)Nc2cc3nc4cc(Br)ccc4oc-3c(c2=O)CC(C)CC(OC)C(O)C(C)/C=C(\C)C1OC(N)=O (stereo not given)
 : 92*, 92*, 83*, 90*, 90*, 89*
CC(CCC(=O)O)C1CCC2C3CCC4CC(OC=O)CCC4(C)C3CC(=O)C12C (stereo not given)
 : -2, -3, 0, -13, -6, -14
O=C1c2ccccc2-n2c1nc1ccccc1c2=O
 : 53, 57, 18, 29, 74*, nt
CCC(O)(c1ccc(OC)cc1)C(c1ccc(OCc2ccccc2)cc1)c1ccc(OCc2ccccc2)cc1 (stereo not given)
 : -10, -22, 11, 6, 19, -13

Bioassay records as filed in PubChem BioAssay.
